mHTT-CaM PPI inh = inhibitors of human mutant huntingtin-calmodulin interaction | P42858 | AlphaScreen His-mHTT/GST-CaM binding, luminescence | hit rate 3.6% among 190,000 | inhibition, % at 15 µM | AID 1671202;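 further: 0% = both proteins with DMSO and 100% = one protein alone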
Pf apPOL block = Pf-apPOL DNA polymerase inhibition; AID 1794808; hit rate 0.25% among 210,000; inhibition, % at 10 µM; Recombinant Pf-apPOL, molecular beacon fluorescence, 1.5 h
An asterisk follows results filed as active; i = inactive; / = not tested or not shown; & = joins results of further samples. No stated cut-off is given here; in the data, active means inhibition above about 50%; inactive means the rest.

SMILES | mHTT-CaM PPI inh | Pf apPOL block
Cc1ccccc1CNC(=O)c1ccc2c(c1)Sc1ncccc1C(=O)N2C | 3 | -1
Cc1noc(C)c1S(=O)(=O)N1CCc2c(nc3cc(-c4ccccc4)[nH]n3c2=O)C1 | 16 | 3
COc1ccc(-c2cc(C(F)(F)F)nc(-n3nc(OC)c([N+](=O)[O-])c3C)n2)cc1 | -5 | 1
O=C(N1CCC(c2ccccc2)CC1)C12CC3CC(CC(C3)C1)C2 | 0 | -4
CCN(CC)C(=O)Sc1cccc2cccnc12 | 1 | 0
COC(=O)c1cc(OCc2ccc(F)cc2)c2cc(F)ccc2n1 | -4 | -6
CC(C(=O)N1CCN(S(C)(=O)=O)CC1)n1nc(-c2ccco2)ccc1=O (configuration not stated) | -8 | 3
CSc1ccc(S(=O)(=O)Nc2ccccc2C(=O)NCc2ccccc2)cc1 | -9 | -9
CSc1ccc(NC(=O)N2CCC(c3nc(C(=O)N4CCCCC4)c(C)o3)CC2)cc1 | 15 | -2
N/C(=N\OCc1cc2c(cc1Cl)OCO2)c1nonc1N | i | 0

Next section
SMILES | mHTT-CaM PPI inh | Pf apPOL block
CCCCNC(=O)C1c2cc(OC)c(OC)cc2C(=O)N(C)C1c1ccc(OC)c(OC)c1 (configuration not stated) | -2 | 0
CC(C)n1c(=O)c(Nc2cccc(OC(F)(F)F)c2)nc2ccncc21 | -32 | 5
Cc1ccc(NC2=NC3(CCCC3)N=C(N)N2)c(C)c1 | 0 | -3
O=C(CCN1C(=O)c2ccccc2C1=O)NC1CCCC1 | -4&1 | 3&7
O=[N+]([O-])/C=C/c1c2ccccc2cc2ccccc12 | 19 | /
CCn1c(=O)c(C(=O)NCC(C)C)nc2cccnc21 | -4 | -5
Cc1ccc(F)cc1NC(=O)Cn1c(C)nc2c(c1=O)CCCC2 | -3 | -4
O=c1[nH]cnc2c1[nH]c1ccc(Br)cc12 | -2 | 0
CCN1CCN(Cc2cc([N+](=O)[O-])ccc2O)CC1 | 4 | -4
O=C(O)c1ccc(NCc2ccccc2)cc1 | 1 | -3

Other compounds follow.
SMILES | mHTT-CaM PPI inh | Pf apPOL block
CCOc1ccc(NC(=O)N2CC(CC)Oc3ccccc32)cc1 (configuration not stated) | -1 | 4
CCC(CC)C(=O)NCCc1cccc(Cl)c1 | -7 | -1
Cc1cc(C2CCCN2Cc2ccc(OC(C)C)cc2)no1 (configuration not stated) | -7 | -1
CC1CCN(C(=O)Nc2ccc(F)cc2)CC1 | -8 | 2
O=S1(=O)CCC(S(=O)(=O)N2CCCCC2)C1 (configuration not stated) | -2&-2 | -1&-9
CCn1cc(Cl)c(C(=O)N2CCCCC2CCN2CCCC2)n1 (configuration not stated) | -6 | -3
O=C(NC(=S)NN1CCCCC1)c1csc([N+](=O)[O-])c1 | / | 7
Cc1onc(-c2ccc(F)cc2F)c1C(=O)NC1CC1 | -3 | -4
Cc1cc(O)c(C(C)C)cc1N=C1CSC(=O)N1 | 53* | -6
CCN(CC)Cc1cccc2c1COC2 | 4 | 3

(continued)
SMILES | mHTT-CaM PPI inh | Pf apPOL block
Cc1cccc(N2C(=O)c3cccnc3C2CC(=O)NC2CCCC2)c1 (configuration not stated) | -3 | -1
CCOc1ccc2c(c1)OC(=Cc1ccc(OC)c(OC)c1)C2=O | -2 | -9
CC1(C)CC2(CC(C)(C)N1)OC(=O)N(CC(O)c1ccccc1)C2(C)O (configuration not stated) | -2 | -6
COc1ccc(-c2noc(C3CCCN3C(=O)Nc3cc(C)ccc3OC)n2)cc1 (configuration not stated) | 0 | -5
CNC(=O)c1sc(-n2cccc2)nc1C | 3 | -4
CCc1ccc(CNC(=O)CCCN2C(=O)CCn3nc(C)cc32)cc1 | 6 | -3
Cc1cccc(NC(=O)Cn2c(=O)n(-c3ccccc3)c3ncccc32)c1C | -5 | 4
COc1cccc(-n2c(=O)c3c(C)c(C(=O)N(C)C)sc3n(Cc3ccccc3C#N)c2=O)c1 | 15 | -1
O=C(Nc1ccc2oc(-c3ccc(F)cc3)nc2c1)c1ccccc1 | -5 | 1
CC(=O)c1sc(NC(=O)CN2C(=O)c3ccccc3C2=O)nc1C | -10 | 4

Next records:
SMILES | mHTT-CaM PPI inh | Pf apPOL block
Cc1ccc(NC(=O)N2CC(C)Oc3ccc(C)cc32)cc1 (configuration not stated) | 1 | -4
Oc1ccccc1N=Cc1c(Cl)cccc1Cl | 12 | -5
CCCN1CC=C2C(C#N)=C(N)C(C#N)(C#N)C(c3cccc(OC)c3OC)C2C1 (configuration not stated) | 17 | -6
COc1ccc(NC(=O)c2c(C)cc(Cl)nc2Cl)cc1 | -4 | -4
CCNC(=O)c1cc2c(=O)n3cccc(C)c3nc2n(CCOC)c1=N | -6 | -4
N=c1c(S(=O)(=O)c2ccccc2)cc2c(=O)n3ccccc3nc2n1CCN1CCOCC1 | 2 | -9
O=C(Nc1scc(-c2cccs2)c1C(=O)O)c1ccccc1I | 31 | 2
CCn1cc2c3c(cccc31)CN(C(=O)c1cccc(OC)c1)CC2 | 69* | -2
CC(=O)C(C=Nc1cc(C)c(O)c(Cl)c1)=C(C)O | / | -2
CC(C)S(=O)(=O)c1ccc(CC(=O)NCC2(CO)CC2)cc1 | -11 | -8

Going on with the list:
SMILES | mHTT-CaM PPI inh | Pf apPOL block
COc1cc(COCC(O)CN2CCC(Cc3ccccc3)CC2)cc(OC)c1OC (configuration not stated) | 4 | 0
COc1cc(/C=C2/SC(c3ccc(C)cc3)=NC2=O)cc(OC)c1OC | -3 | 0
CC(C)N1CCN(C(=O)c2csc(N3CCN(c4ccccc4F)CC3)n2)CC1 | 16 | 1
COc1ccc(/C=C2\C(=O)NC(=O)N(c3cccc(Br)c3)C2=O)cc1OC | 8 | 1
CC1CCN(C(=O)c2nn3c(c2Cl)NC(c2ccco2)CC3C(F)(F)F)CC1 (configuration not stated) | 9 | -7
O=S(=O)(c1cccnc1)N1CCCCC1c1nncn1CC1CC1 (configuration not stated) | 4 | -9
C=CCN1C(=O)C(=O)c2cc(Br)ccc21 | 9&10 | 3&-3
Cc1nnsc1C(=O)N1CCC(CNC(=O)c2cc(-c3ccccc3)on2)CC1 | 10 | -6
CC(C)N(C)C1=Nc2ccccc2Oc2ccc(NC(=O)CC(C)(C)C)cc21 | 10 | -5
COc1ccccc1C(=O)N1CCCC(C)(C(=O)NCc2ccccc2)C1 (configuration not stated) | -12 | -3

The results go on:
SMILES | mHTT-CaM PPI inh | Pf apPOL block
O=C(NC(=O)c1ccccc1)Nc1cccc(F)c1 | -1 | 4
CCOc1ccc(-c2ccc(C=O)o2)c([N+](=O)[O-])c1 | 32 | 0
CCn1c(SCC(=O)c2ccccc2)nc2sc3c(c2c1=O)CCC3 | 3 | -12
Cc1ccc(N2CCC(C(=O)NC(C)c3ccccc3)C2=O)cc1Cl (configuration not stated) | -5 | -7
CN(C)c1ccc(C=Nc2nc3ccccc3n2CCN2CCOCC2)cc1 | 36 | 6
CCc1c(C(=O)O)nnn1-c1ccc(Cl)c(C)c1 | -3 | 1
COc1ccc(C2CC(=O)C3=C(C2)Nc2ccccc2NC3c2cccs2)cc1OC (configuration not stated) | 29 | 2
CC(O)c1cccc(NC(=O)c2cnn3c2NC(c2ccccc2)CC3C(F)(F)F)c1 (configuration not stated) | 13 | -8
CCc1ccc(CN2CCC(C(=O)NCc3ccc(OC)cc3)CC2)cc1 | 1 | -6
Cc1ccc(NC(=O)N2CCC(C(=O)NCc3csc(-c4ccccc4)n3)CC2)cc1C | -1 | -6

Remaining list, next part.
SMILES | mHTT-CaM PPI inh | Pf apPOL block
Cc1c(C(=O)N2CCCC2)oc2ccc(S(=O)(=O)N(C)C3CCCCC3)cc12 | 0 | -2
CCN1C(=O)c2ccccc2Oc2ccc(C(=O)NC3CCCCCC3)cc21 | -5 | -6
Nc1nnc(SCC(=O)C2CC2)s1 | -6 | /
Cc1ccc(C)c(S(=O)(=O)Nc2ccccc2Cl)c1 | -25 | -6
O=C(c1ccccc1Br)N1N=C2CCCCCC2C1(O)C(F)(F)F (configuration not stated) | -4 | 0
Cc1cc(C)cc(Nc2c(C(=O)N3CCOCC3)cnc3nc(C)ccc23)c1 | 0 | 1
c1cncc(CNc2ncnc3c2CCC3)c1 | -11 | -2
O=[N+]([O-])c1cc(Cl)c(-n2cccc2)cc1SCc1ccc(Cl)c(Cl)c1 | / | 0&-1
COc1ccc(C2Cn3nnc(C(=O)NCc4ccc(SC)cc4)c3CO2)cc1 (configuration not stated) | 1 | -2
Cc1cccc(C)c1NC(=O)C(c1ccc(F)cc1)N1C(=O)CC1c1ccco1 (configuration not stated) | 4 | -4

New compounds follow.
SMILES | mHTT-CaM PPI inh | Pf apPOL block
Nc1nc2c(-c3ccc([N+](=O)[O-])cc3)nnn2c2ccccc12 | / | -7&-6
COc1ccc2c(c1)OCC/C2=N\OC(=O)c1cc(SC)ccc1Cl | i | -2
O=C(NCCOc1ccc(-c2ccc(F)cc2)nn1)c1ccccc1Br | -7 | -19
O=C(c1ccccc1)N1CCC(Oc2cc(N3CCOCC3)ncn2)C1 (configuration not stated) | -2 | -5
Cc1ccc(C(=O)Nc2ccc(Cl)cn2)cc1S(=O)(=O)N1CCOCC1 | -3 | -4
COc1ccccc1CNC(=O)N1CCOCC1 | -1 | -5
CC(C)N1CC=C2C(C#N)=C(N)C(C#N)(C#N)C(c3ccc(Cl)cc3)C2C1 (configuration not stated) | 24 | 0
O=C(NCCc1ccccc1)c1n[nH]n2c1nc(=O)c1ccccc12 | -4 | -3
O=[N+]([O-])c1ccccc1S(=O)(=O)Nc1cccnc1 | 4 | -1
CCOC(=O)c1ccc(NC(=O)N2CCCC2c2ccc(F)cc2)cc1 (configuration not stated) | -9 | -5

Other structures
SMILES | mHTT-CaM PPI inh | Pf apPOL block
CCN1CCN(CC2CCN(S(=O)(=O)Cc3cccc(Cl)c3)CC2)CC1 | 5 | -2
CCOC(=O)c1cc(CSc2n[nH]c(=O)n2-c2ccccc2)nn1C(C)(C)C | / | -4
Cc1cccc(OCC(O)CNC2CCCC2)c1 (configuration not stated) | -1 | -2
Cc1ccc(NC(=O)C(=O)NCC(C)O)cc1Cl (configuration not stated) | -5 | -14
O=[N+]([O-])c1ccc(N2CCOCC2)cc1N1CCOCC1 | 1 | /
CS(=O)(=O)N(CC(=O)Nc1cccc(F)c1)c1ccccc1F | -1 | -4
COc1ccc(S(=O)(=O)N(C(C)=O)c2ccc3oc4c(c3c2)CCCC4)cc1 | 3 | -2
O=c1cc(CN2CCCCC2)nc(-c2ccccc2)[nH]1 | -4 | 1

Only part of the results is shown; count on the stated rates, not on these rows.
